# Bioassay records (PubChem)
# GCN5L2 inh: qHTS Assay for Inhibitors of GCN5L2 | Potency, µM (doses to about 58.9 µM), for the others: top-dose activity change, negative = inhibition, usual class: inhibitors | AID 504327, 2011 | Histone acetyltransferase KAT2A (Homo sapiens), Q92830 | 390,000 compounds, 0.21% hits | GCN5L2 HAT assay, ThioGlo1 CoA-SH fluorescence
# Target sequence (Q92830 whole entry, looked up): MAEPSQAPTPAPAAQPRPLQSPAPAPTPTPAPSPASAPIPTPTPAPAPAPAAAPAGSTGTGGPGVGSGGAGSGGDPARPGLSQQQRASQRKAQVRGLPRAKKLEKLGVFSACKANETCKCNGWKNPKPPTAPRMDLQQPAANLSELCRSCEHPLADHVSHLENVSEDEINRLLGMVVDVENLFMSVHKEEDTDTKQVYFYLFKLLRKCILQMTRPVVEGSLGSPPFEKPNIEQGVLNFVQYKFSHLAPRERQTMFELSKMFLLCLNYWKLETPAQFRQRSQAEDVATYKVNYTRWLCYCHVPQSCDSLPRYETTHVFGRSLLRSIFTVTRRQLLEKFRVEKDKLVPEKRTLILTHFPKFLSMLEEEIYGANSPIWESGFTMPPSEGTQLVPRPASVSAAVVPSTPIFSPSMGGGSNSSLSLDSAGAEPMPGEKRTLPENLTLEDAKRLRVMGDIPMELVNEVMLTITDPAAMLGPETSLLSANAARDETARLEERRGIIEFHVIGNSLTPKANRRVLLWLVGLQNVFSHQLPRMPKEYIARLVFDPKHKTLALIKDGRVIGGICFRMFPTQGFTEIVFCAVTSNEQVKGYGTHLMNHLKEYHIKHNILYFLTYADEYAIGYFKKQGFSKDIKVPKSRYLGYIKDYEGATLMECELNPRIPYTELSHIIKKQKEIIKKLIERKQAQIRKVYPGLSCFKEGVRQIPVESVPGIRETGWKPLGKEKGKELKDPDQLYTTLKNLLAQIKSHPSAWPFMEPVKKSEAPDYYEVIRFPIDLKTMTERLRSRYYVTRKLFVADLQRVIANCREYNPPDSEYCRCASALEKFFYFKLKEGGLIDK
#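 Compounds, pin-transferred from DMSO stocks, meet 20nM GCN5L2 for 15 min before the reaction begins with H3(1-25) peptide (75uM) and acetyl-CoA (70uM). Thiol-reactive ThioGlo1 reports CoA release over 20 min at room temperature.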
# TDP1 cell CPT: qHTS for Inhibitors of human tyrosyl-DNA phosphodiesterase 1 (TDP1): qHTS in cells in presence of CPT | chicken DT40 Tdp1-/-;hTDP1 cells + 20 nM CPT, ATP luminescence, 48 h | Potency, µM (series often up to 46.2 µM), for the others: at the top dose activity change, negative = growth inhibition, usual class: inhibitors | 420,000 compounds, 12% hits | AID 686979, 2013; further: nearly all actives have a fitted effect of over 55% in size
#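 Chicken DT40 Tdp1-/- cells stably complemented with human TDP1 were seeded at 400 cells/well in medium containing 20 nM camptothecin, exposed to pin-transferred compounds, and grown at 37 °C for at least 48 hr. Viability was read as ATP luminescence.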
# DT40 TDP1 no CPT: qHTS for Inhibitors of human tyrosyl-DNA phosphodiesterase 1 (TDP1): qHTS in cells in absence of CPT; Potency, µM (highest dose often 46.2 µM), inactives show at the highest dose activity change, negative = growth inhibition, most hits filed as inhibitors; 420,000 compounds, 15% hits; DT40 Tdp1-/- hTDP1 cells, no CPT, ATP luminescence, 48 h; further: nearly all actives have a fitted effect of over 55% in size
#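 Readout: luminescence from CellTiter-Glo after 30 min in the dark at RT. Cells: DT40 Tdp1-/- with stable hTDP1, 400/well. Exposure: compounds alone, ≥48 hr, 37 °C.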
# * = called active by the depositor; ? = inconclusive; nt = not tested or not shown; & = joins results of further samples; [ ] = remark or other dose. The call rests on the fitted dose curve; in most records, active means well fitted curve in the direction sought with a large enough effect; inconclusive means small, poorly fitted or top-dose-only effect, or another doubt; inactive means no such curve, though single readings can be large; an effect the other way counts as inactive or inconclusive. On the % scale 0 is the no-effect control and ±100 the full control effect; potency means the concentration at half of the fitted maximal effect. This is a subset, so the mix of outcomes need not match the whole.
# Below each compound – GCN5L2 inh	TDP1 cell CPT	DT40 TDP1 no CPT
CCC(=O)NCCC1CCc2ccc3c(c21)CCO3 (centres undefined)
→ -19%	?	?
COC(=O)C1=C(CSc2nnnn2C)NC(=O)NC1c1cc(C)ccc1C (centres undefined)
→ -2%	-6%	-38%
O=C(O)COc1ccc(Nc2ccccc2)cc1
→ -8%	0%	-10%
CCOc1cccc2sc(NC(=O)c3ccc(S(=O)(=O)N4CCc5ccccc54)cc3)nc12
→ -1%	-1%	-15%
CCN(CC)CCNc1ccc(Cl)cc1[N+](=O)[O-]
→ nt	0%	-24%
COc1ccc(OC)c(/C=N/NC(=O)CCc2c(C)n[nH]c2C)c1
→ -25%	-13%	-27%
Cc1ccc(C)c(S(=O)(=O)N/N=C/c2ccc(C(=O)O)cc2)c1
→ 4%	12%	-10%
Cc1ccc(NC(=S)N2CCN(C(=O)c3ccccc3)CC2)c(C)c1
→ -2%	?	?
N#Cc1ccc(N2CCN(C(=O)c3cccs3)CC2)c(F)c1
→ 2%	-13%	?
Nc1cc(S(=O)(=O)N2CCCCC2)ccc1Oc1ccc(Cl)cc1
→ -6%	?	8.2µM*
CC(=O)c1c(C)[nH]c(C(=O)Nc2nc(-c3ccccc3)c(C)s2)c1C
→ -5%	-23%	?
CCOC(=O)c1c(N)sc(C(=O)N2CCOCC2)c1C
→ 0%	-10%	-1%
CC[C@]12c3[nH]c4cc(CCC(=O)N(C)C)ccc4c3CCN1C(=O)[C@@H](CC(=O)NCCc1ccccn1)C[C@@H]2C(=O)N1CCN(C(=O)c2ccco2)CC1
→ 0%	23%	0%
Cc1nc2c(Cl)cccc2[nH]1
→ -1%	-11%	-18%
COc1ccc(C(=O)NC2CC3CCCC(C2)N3CC(C)C)cc1OC (centres undefined)
→ 28%	-2%	-21%
O=C(Nc1nc2n(n1)C(c1ccc(F)cc1)C=C(c1ccc(Cl)cc1)N2)c1ccc([N+](=O)[O-])cc1 (centres undefined)
→ 2%	5.8µM*	5.2µM*
O=C(Cn1cnc2c(cnn2-c2ccccc2)c1=O)Nc1ccc(S(=O)(=O)N2CCOCC2)cc1
→ 26%	?	?
Cc1csc(-c2cnn(-c3ccccc3)c2NC(=O)c2ccccc2)n1
→ -4%	?	2%
CC(Sc1nnc(NC2CCCCC2)s1)C(=O)Nc1ccc2c(c1)C(=O)c1ccccc1C2=O (centres undefined)
→ -9%	?	21µM*
COc1ccc(C(=O)N(C)Cc2ccc(OC)c(OC)c2OC)cc1S(=O)(=O)N1CCOCC1
→ nt	-1%	21%

# Compound profiles, as listed above. Screens in order: GCN5L2 inh | TDP1 cell CPT | DT40 TDP1 no CPT
# `COc1ccc(C(=O)NC2CC3CCCC(C2)N3CC(C)C)cc1OC` (centres undefined) across the screens: 28% | -2% | -21%
# `Cc1nc2c(Cl)cccc2[nH]1` across the screens: -1% | -11% | -18%
# `O=C(Cn1cnc2c(cnn2-c2ccccc2)c1=O)Nc1ccc(S(=O)(=O)N2CCOCC2)cc1` across the screens: 26% | ? | ?
# `CCOC(=O)c1c(N)sc(C(=O)N2CCOCC2)c1C` across the screens: 0% | -10% | -1%
# `CC[C@]12c3[nH]c4cc(CCC(=O)N(C)C)ccc4c3CCN1C(=O)[C@@H](CC(=O)NCCc1ccccn1)C[C@@H]2C(=O)N1CCN(C(=O)c2ccco2)CC1` across the screens: 0% | 23% | 0%

# Next records
# Below each compound – GCN5L2 inh	TDP1 cell CPT	DT40 TDP1 no CPT
C=CCn1c2ccccc2c2nnc(SCCN3CCOCC3)nc21
→ -2%	-26%	?
CC(=O)c1ccc(NC(=O)c2noc3c2CCCCC3)cc1
→ -21%	-22%	-24%
CN(C)CCNC(=O)c1ccc2c(c1)N(Cc1ccccc1)C(=O)c1ccccc1S2(=O)=O
→ 1%	-7%	-7%
CCN1C(C(=O)c2ccccc2)=C(OC(=O)C(C)C)c2ccccc2S1(=O)=O
→ ?	6.5µM*	5.2µM*
COc1ccc(C(=O)NC(=S)Nc2ccccc2N2CCCCC2)cc1[N+](=O)[O-]
→ -11%	12µM*	6.5µM*
CC1(C(=O)NS(=O)(=O)c2cccc(F)c2)CCN1C(=O)C1(c2ccc(Cl)cc2)CCC1 (centres undefined)
→ nt	-24%	2%
Cc1ccc2nc(NC(=O)c3nc(SCc4ccccc4F)ncc3Cl)sc2c1
→ 0%	4%	11%
COC(=O)C(CCSC)NC(=O)/C=C/c1ccc(OC)cc1 (centres undefined)
→ -3%	-20%	4%
Cn1nnnc1SCc1ccc(C(=O)Nc2ccc(Br)cc2)cc1
→ -5%	?	?
CC(C)c1ccc(OCC(=O)NC(Cc2c[nH]c3ccccc23)C(=O)O)cc1 (centres undefined)
→ -13%&1%	14%&6%	-15%&5%
O=C(NC(=S)Nc1ccc(Cl)cc1Cl)C1CC1
→ -24%	21µM*	?
CC1Cc2ccccc2N1C(=O)c1ccc2nccnc2c1 (centres undefined)
→ -2%	-12%	-2%
O=[N+]([O-])c1cccc(S(=O)(=O)Nc2ccc(Cc3ccncc3)cc2)c1
→ 0%	?	?
CC(C)CCOC(=O)c1ccc(N(C)C)cc1
→ -13%	-29%	?
O=C(NCc1ccccc1)c1ccc2c(=O)n(CC3CCCO3)c(=S)[nH]c2c1 (centres undefined)
→ -4%	?	-11%
COc1ccc(C2CC(=O)Nc3c2c(C)nn3-c2nncc(-c3ccccc3)n2)c(OC)c1OC (centres undefined)
→ -5%	-14%	?
CCOC(=O)C(NC(=O)CC)(Nc1ccc(S(=O)(=O)Nc2ncccn2)cc1)C(F)(F)F (centres undefined)
→ 2%	-4%	-2%
Cc1ccc(S(=O)(=O)N2CCC(C(=O)NNC(=O)c3ccccc3O)CC2)cc1C
→ ?	?	?
CCc1ccc(-c2cc(C(=O)N/N=C/c3ccccn3)[nH]n2)cc1
→ -9%	?	?
O=C(CSc1ncc(-c2ccc(F)cc2)n1Cc1ccco1)Nc1ccc2c(c1)OCO2
→ nt	29µM*	?
COc1ccc(Cl)cc1NC(=O)c1nnn(CC(=O)Nc2cc(C)cc(C)c2)c1N
→ -8%	-29%	2%
CCOCCCNC(=O)C1CCCN(S(=O)(=O)c2cccc3nsnc23)C1 (centres undefined)
→ -5%	13%	-17%
CN(CC1CCCN(CCc2ccc(Cl)cc2)C1)C(=O)CC(F)(F)F (centres undefined)
→ 1%	-5%	?
CCOc1ccc2nc(N3CCCC(C(=O)NCCCN4C(C)CCCC4C)C3)sc2c1 (centres undefined)
→ -13%	?	?
CCC(CC)C(C(=O)NCc1ccccc1)N1CCN(c2cccc(C)c2C)CC1 (centres undefined)
→ nt	6.5µM*	5.8µM*
CCOc1ccc(Nc2c(S(=O)(=O)c3ccccc3)cnc3ccc(CC)cc23)cc1
→ 1%	?	?
Cc1cccc(C)c1NC(=O)CNC(=O)C(C)N(C)CC(=O)Nc1ccc(F)cc1 (centres undefined)
→ 3%	-19%	-9%
O=C(NCc1cccnc1)Nc1ccc(Cl)cc1Cl
→ 0%	-5%	5%
CC(C)(C)[C@H]1C=C(C(=O)NCc2nc3ccccc3[nH]2)O[C@@H](OCCCCO)C1
→ 1%	-21%	-20%
COc1ccccc1-c1cnc(C(O)c2ccc(C)cc2)[nH]1 (centres undefined)
→ nt	-27%	18µM*
ON1C2CCCCC2N(O)C1c1ccccc1C(F)(F)F (centres undefined)
→ 3%	8%	6%
COc1cccc(C(=O)N2CCN(C(=O)C3COc4ccccc4O3)CC2)c1 (centres undefined)
→ 1%	-3%	16%
COc1ccc(OC)c(/C=N/NC(=O)C(=O)N2CCCCCC2)c1
→ -7%	-17%	-14%
O=C(O)c1ccccc1NC(c1ccccc1)c1ccc(Cl)cc1 (centres undefined)
→ 0%	-18%	?
Cc1cc(-c2nnc(SCCC(=O)Nc3ccccc3)o2)no1
→ -5%	8%	?
Cc1ccc(NC(=O)c2ccc(Cl)nc2)cc1
→ -3%	-16%	10%
O=C(CSc1cccc(C(F)(F)F)c1)Nc1nnc(C2CC2)s1
→ 3%	-2%	1%
COc1ccccc1Cn1cc(C(=O)c2ccc(C)cc2)c(=O)c2cc3c(cc21)OCCO3
→ -12%	15µM*	21µM*
CC(C)(C)C(=O)N1CCN(c2ccc(Cl)cc2[N+](=O)[O-])CC1
→ -1%	-16%	-21%
CCn1c(C)c(C(C)=O)c(N2CCC(C(N)=O)CC2)nc1=S
→ nt	2%	-6%
CCOc1cccc(CN2CCCC(C(=O)c3cccc(C(F)(F)F)c3)C2)c1O (centres undefined)
→ -3%	-1%	-6%
COc1ccc(NC(=O)CSCC(=O)NCc2cccc(C(F)(F)F)c2)cc1
→ 0%	-9%	8%
O=C(c1cnn2c(C(F)F)cc(-c3ccccc3)nc12)N1CCN(Cc2ccc3c(c2)OCO3)CC1
→ -3%	?	26µM*
c1cncc(-c2cnc3ccccc3c2)c1
→ -9%	-20%	?
Cc1ccc(CSc2nc3c(c(N(C)C)n2)CCCC3)cc1
→ -2%	?	?
CCn1c(SCC(=O)Nc2ccccc2C(=O)OC)nnc1-c1ccc(N)cc1
→ ?	-13%	-11%
COC(=O)c1cc(CNC(=O)c2ccccn2)cc(NC(=O)c2ccccc2OC)c1
→ nt	-8%[9.04 µM]	?
CN1C(=O)C2(OCC(CO)([N+](=O)[O-])CO2)c2ccccc21 (centres undefined)
→ -7%	-5%	1%
O=C(O)C1CCN(c2ccc(Cl)nn2)CC1
→ -2%	-9%	-18%
Cc1ccc(-n2c(C)cc(/C=N\NC(=O)CC(=O)NC(C)C)c2C)cc1
→ -2%	?	?

# Going on with the list.
# Below each compound – GCN5L2 inh	TDP1 cell CPT	DT40 TDP1 no CPT
Cc1cc(C(=O)Nc2ccccc2C(=O)O)ccc1NC(=O)COc1cccc(C)c1C
→ 1%	6%	0%
COc1ccc(CCNC(=O)CSc2nc3ccccc3nc2Cc2ccc(C)cc2)cc1OC
→ -5%	-9%	?
CCOc1ccccc1CNC(=O)c1ccc(Cn2c(=O)c3cccn3c3cccnc32)cc1
→ 1%	-21%	0%
CCN(CC)CCN1c2ccccc2Sc2ccccc21
→ -4%	?	?
O=C(NCC(F)(F)F)C1C(=O)Nc2ccccc2C(=O)N1C1CCCC1 (centres undefined)
→ nt	6%	-6%
CC(=O)Oc1cccc(N2C(=O)C3CC=CCC3C2=O)c1 (centres undefined)
→ -6%	-7%	-12%
O=C(Nc1ccc(Cl)cc1)C(NS(=O)(=O)c1cccs1)c1ccccc1 (centres undefined)
→ -9%	-17%	?
CCN1CCN(C(c2ccc(C)cc2)c2c(O)cc(C)n(Cc3ccco3)c2=O)CC1 (centres undefined)
→ -3%	5%	-9%
Cc1nc2sccn2c1CN1CCOc2ccc(CN3CCN(c4ccc(F)cc4)CC3)cc2C1
→ nt	2.9µM*	2.6µM*
COc1ccc(-n2cc3ccc([N+](=O)[O-])cc3n2)cc1
→ -17%	?	29µM*
COc1ccc(C(=O)Nn2c(C)nc3ccccc3c2=O)cc1
→ -6%	-4%	-22%
Clc1cccc2sc(N3CCCCC3)nc12
→ -1%	2%	3%
Cc1ccc(C(=O)C(=S)N2CCOCC2)cc1
→ -8%	-25%	-1%
COc1ccc(NC(=O)/C=C/c2ccc(Br)o2)cn1
→ -17%	0%	-26%
COc1ccc(S(=O)(=O)N2CCOCC2)cc1NC(=O)c1c(-c2ccccc2)noc1C
→ -7%	3%	-22%
CC(C)CC(=O)NC(=S)Nc1ccccn1
→ -3%	?	-1%
O=C(CSc1nc2ccccc2c(=O)n1CC1CCCO1)NCC1CCCO1 (centres undefined)
→ -1%	7%	-4%
CC(C)n1c(N2CCN(CC(=O)NCc3cccs3)CC2)nc2ccccc21
→ 2%	?	?
COc1ccc(CNC(=O)c2cc3cc(OC)ccc3oc2=O)cc1
→ -13%&-10%	18µM*	12µM*
CCC(C)(C)NC(=O)CN(C(=O)CCC(=O)Nc1nccs1)c1ccc(C)cc1
→ -3%	-23%	-15%
CCN(CC)c1ccc(NC(=O)CSc2nc3ccccc3c(=O)n2-c2cc(S(=O)(=O)N(C)C)ccc2C)cc1
→ -1%	-24%	?
COc1ccc(C2/C(=C(/O)c3ccccc3)C(=O)C(=O)N2c2ccccn2)cc1 (centres undefined)
→ -4%	-3%	18%
CCOC(=O)c1c(C)[nH]c(C(=O)OCC(=O)N2CCN(S(=O)(=O)c3ccccc3)CC2)c1C
→ 0%	-24%	-28%
COc1ccc(S(=O)(=O)Nc2ccc(S(=O)(=O)N3CCCCC3)cc2)cc1C
→ -8%	0%	-11%
